MT1-MMP act inh = MT1-MMP (human) activation inhibition; P50281; AID 651647; HT1080 RFP-PRO-GFP cells, GFP/RFP ratio fluorescence, overnight; percent of plate control window, DMSO zero; 360,000 tested, 0.061% active; GFP/RFP ratio change, % at 20 µM;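 active means GFP/RFP ratio change of at least 30% with cell ATP level not reduced by more than half and red fluorescence within 50% of control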; further: strong numbers were not always called active
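Assay system: HT1080 RFP-PRO-GFP cells | Dosing: 20 µM single dose, 1% DMSO | Incubation: Cells overnight before dosing, compound overnight, 37 °C, 5% CO2 | Evaluation: GFP/RFP fluorescence ratio | Control set: DMSO-only wells and HT1080 RFP-L50D-GFP cell wells as references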
NadD inh = blocks S. aureus nicotinate mononucleotide adenylyltransferase; purified NadD enzyme, colorimetric absorbance read-out; inhibition, % at 20 µM; 360,000 tested, 0.78% active; AID 602399; in the data active means inhibition above about 26%; further: some compounds past the cut are filed as inactive
SKN-1 block = blocks SKN-1 activity in C. elegans; C. elegans VP596 Pgst-4::GFP/RFP ratio, acrylamide-induced, 24 h; inhibition, % at 21.8 µM; 360,000 tested, 0.49% active; AID 624304;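 active means interference check ratio from 0.5 to 1.5 plus GFP to RFP signal ratio inhibition reaching or exceeding a fixed threshold, cut at about 30% in these data, passing the limit was not always enough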; further: some compounds called inactive have numbers as strong as hits
NRP1-CendR mod = alters CendR peptide binding to human NRP-1; O14786; FAM-RPARPAR peptide binding to NRP-1, fluorescence polarization; inhibition, % at 25 µM; 360,000 tested, 0.85% active;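 active means inhibition or corrected inhibition above about 18%, plus a signal ratio from 0.5 to 1.5, limit read from the data, passing the limit was not always enough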; further: strong numbers were not always called active
Target sequence (O14786 whole entry, looked up): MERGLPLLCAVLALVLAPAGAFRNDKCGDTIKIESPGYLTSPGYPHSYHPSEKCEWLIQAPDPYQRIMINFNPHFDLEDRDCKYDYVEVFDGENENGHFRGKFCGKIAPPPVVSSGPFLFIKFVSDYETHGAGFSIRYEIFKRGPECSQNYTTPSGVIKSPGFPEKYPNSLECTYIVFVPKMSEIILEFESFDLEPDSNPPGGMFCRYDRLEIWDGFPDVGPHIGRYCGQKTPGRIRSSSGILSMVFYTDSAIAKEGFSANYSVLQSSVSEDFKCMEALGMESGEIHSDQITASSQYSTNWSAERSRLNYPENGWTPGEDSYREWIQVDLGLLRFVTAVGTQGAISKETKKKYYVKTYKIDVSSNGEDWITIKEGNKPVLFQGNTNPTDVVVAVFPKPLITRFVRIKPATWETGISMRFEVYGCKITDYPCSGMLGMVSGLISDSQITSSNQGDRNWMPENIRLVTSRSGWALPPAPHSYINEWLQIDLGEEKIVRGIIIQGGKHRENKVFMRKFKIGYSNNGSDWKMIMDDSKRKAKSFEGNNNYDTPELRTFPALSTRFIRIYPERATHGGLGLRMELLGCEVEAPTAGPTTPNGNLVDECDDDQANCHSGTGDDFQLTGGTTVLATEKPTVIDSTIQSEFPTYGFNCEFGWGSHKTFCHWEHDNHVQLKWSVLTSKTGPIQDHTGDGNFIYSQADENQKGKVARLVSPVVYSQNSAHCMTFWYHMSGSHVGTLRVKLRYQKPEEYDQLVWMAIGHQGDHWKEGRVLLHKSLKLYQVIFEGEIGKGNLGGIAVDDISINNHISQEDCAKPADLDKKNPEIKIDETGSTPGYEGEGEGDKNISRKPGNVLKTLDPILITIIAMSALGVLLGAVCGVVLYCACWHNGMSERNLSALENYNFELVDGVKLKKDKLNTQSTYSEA
SUMO1 PPI mod = SUMO1-SIM interaction modulation | P63165 | SUMO1 binding to a labelled peptide, TR-FRET, 1 h | inhibition, % at 20 µM | 360,000 tested, 0.33% active; in the data active means inhibition above about 37%
Target sequence (P63165 whole entry, looked up): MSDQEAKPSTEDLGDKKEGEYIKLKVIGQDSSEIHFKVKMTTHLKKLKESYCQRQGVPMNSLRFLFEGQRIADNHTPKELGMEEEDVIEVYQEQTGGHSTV
LMPTP block = blocks human LMPTP phosphatase; P24666; recombinant LMPTP-A, OMFP fluorogenic substrate, fluorescence intensity; inhibition, % at 20 µM; 360,000 tested, 0.22% active;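 active means compounds that cut the enzyme signal by at least half of the control window in the single-dose screen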;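 further: plate controls were DMSO wells with enzyme plus substrate for no effect and substrate without enzyme for full effect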
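Material: LMPTP-A; amount: 0.625 nM enzyme; doses: single 20 µM dose; times: reaction 50 min, room temperature, dark; technique: fluorescence intensity of OMFP turnover product; benchmarks: no-enzyme and uninhibited controls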
Rpn11 inh = blocks the human proteasome subunit Rpn11; human 26S proteasome, Ub4-pepOG fluorescence polarization; 20S core pre-blocked with epoxomicin; O00487; 360,000 tested, 0.59% active; calls only at 20 µM; AID 588493;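 active means inhibition at 20 µM, scaled to each plate's controls, above about 33%, limit read from the data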
STEP inh = blocks human striatal-enriched tyrosine phosphatase; P54829; 360,000 tested, 0.25% active; recombinant STEP, OMFP fluorogenic substrate, fluorescence; AID 588621; inhibition, % at 20 µM;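 active means inhibition at 20 µM, scaled per plate between control wells, above about 37%, limit read from the data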;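 further: 0% = DMSO with enzyme and substrate and 100% = substrate only without enzyme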
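System: STEP phosphatase, cell-free reaction; Buffer or medium: Bis-Tris pH 6.0 buffer with DTT, detergent; Incubation: 20 min at room temperature, dark; Measured by: fluorescence, 480/540 nm.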
DNMT1 inh = blocks human DNA methyltransferase DNMT1. P26358. DNMT1 molecular beacon, Hinp1I cleavage, fluorescence. inhibition (reported as % activation of signal), % at 10 µM. 360,000 tested, 0.83% active. AID 588458; in the data active means inhibition above about 50%
Scp1 inh = Scp-1 (human) phosphatase inhibition; Q9GZU7; Recombinant Scp1, phosphopeptide, malachite green phosphate absorbance; inhibition, % at 20 µM; 340,000 tested, 0.88% active; AID 493091;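 active means inhibition above about 50% at 20 µM, limit read from the data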;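 further: plate controls were DMSO wells with enzyme for no effect and wells lacking enzyme for full effect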
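Times: enzyme reaction 45 min at room temperature, colour 5 min, stabilisation 30 min. Material: SCP-1 catalytic fragment, aa 76-261. Medium: Acidic Tris acetate buffer with magnesium and detergent. Signal: colorimetric free-phosphate detection, absorbance 630 nm. Read-out basis: % inhibition of SCP-1 phosphate liberation. Reagent: Phosphorylated 17-residue peptide substrate.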
Starred values were filed as active, the others as inactive; i = inactive; / = not tested or not shown.

SMILES | MT1-MMP act inh | NadD inh | SKN-1 block | NRP1-CendR mod | SUMO1 PPI mod | LMPTP block | Rpn11 inh | STEP inh | DNMT1 inh | Scp1 inh
O=C(CSc1nc2[nH]ncc2c(=O)[nH]1)Nc1cc(C(F)(F)F)ccc1Cl | 8 | 1 | -6 | -1 | 8 | -0.1 | i | -2 | 1 | /
COc1cccc(-c2nnn(CC(=O)N(CC(C)C)C3CCS(=O)(=O)C3)n2)c1 (configuration not stated) | -6 | 2 | 8 | -7 | 5 | 0.4 | i | 0 | 1 | 1
COc1ccc2nc(NC(=O)CSc3nc(C)cc(=O)[nH]3)sc2c1 | 2 | -4 | 8 | -3 | 10 | -2.2 | i | -2 | 4 | 3
CC(=O)Nc1ccc(S(=O)(=O)NCC2CCC(C(=O)NCCCN3CCCC3=O)CC2)cc1 (configuration not stated) | 4 | 0 | -15 | 16 | -5 | -2.2 | i | -2 | 1 | 0
Cc1cc(C)cc(OCC(=O)NNC(=O)c2cc3ccccc3o2)c1 | 1 | 2 | 0 | 8 | 1 | -1.3 | i | 2 | -3 | -10
Nc1c([N+](=O)[O-])cc2c3c(cccc13)CC2 | 6 | 2 | 7 | -2 | -42 | 2.6 | i | 2 | -1 | /
O=C(Nc1cc(Cl)ccc1N1CCOCC1)C1=COCCO1 | -3 | -3 | 21 | -2 | 4 | 0.2 | i | 2 | 2 | -3
CC1CCCCC1NC(=O)CN1CCC(NC(=O)c2cccc(F)c2)CC1 (configuration not stated) | 3 | 11 | 7 | 17 | -5 | 0.9 | i | 0 | 0 | 0
O=C(OCC(=O)N1CCOCC1)c1cc(S(=O)(=O)N2CCOCC2)c(Cl)cc1Cl | -4 | -4 | 17 | 0 | -4 | -0.6 | i | -3 | 8 | -2
Cc1ccc(NC(=O)C2CCN(S(=O)(=O)c3cccnc3)CC2)cc1C | -1 | 5 | -2 | 7 | 24 | -0.4 | i | -1 | -1 | -8
Cc1cc(C(O)c2ncc(-c3ccccc3C)[nH]2)ccc1F (configuration not stated) | 3 | 3 | -19 | -8 | -2 | -1.3 | i | 0 | 0 | /
CCCCN1C(N)=NC[C@H]1Cc1ccc(O)cc1 | 1 | -2 | -1 | 25 | 6 | -1.5 | i | 0 | 7 | 0
Cc1[nH]c2ccccc2c1/C=N/NC(=O)CNC(=O)c1ccccc1 | 1 | -2 | -3 | 6 | 28 | -1.0 | i | 0 | -2 | -6
CCOc1ccc(C(=O)Nc2ccc3c(c2)OCCO3)cc1 | 2 | -3 | 19 | 0 | 1 | 0.2 | i | -2 | -1 | -8
COc1ccc(NC(=O)/C=C/c2ccc(F)cc2)cn1 | 6 | 0 | 4 | -8 | -5 | -0.8 | i | 2 | 2 | -4
O=Nc1[nH]c(=O)c(/C=C(\O)c2ccccc2)nc1NO | -1 | 7 | -9 | 4 | -22 | -0.7 | i | -1 | -2 | -3
COc1cc(C(=O)Nc2cccc(-c3nc4cc(C)ccc4o3)c2C)cc(OC)c1OC | -2 | -5 | 0 | 9 | -3 | -0.1 | i | -4 | -1 | -12
COc1cc(F)ccc1-c1csc(C(O)c2ccccc2)n1 (configuration not stated) | 2 | 0 | 7 | 11 | 0 | 0.2 | i | -1 | -3 | /
O=S1(=O)CC(N2CCCC2)CN1Cc1cn(Cc2ccc(F)cc2)nn1 (configuration not stated) | 3 | -5 | 4 | 18 | 0 | -0.2 | / | / | / | /
Cc1cccc(C(=O)c2ccccc2C(=O)O)c1 | -2 | -2 | 3 | -5 | 0 | -0.4 | i | 1 | -1 | 10
O=C(CSc1nnc(Nc2ccccc2F)s1)NCc1ccco1 | 0 | 6 | -10 | -5 | 13 | 21 | i | -1 | 76* | 83*
CCCCn1c(N)c(N(CCC(C)C)C(=O)c2ccccc2C)c(=O)[nH]c1=O | -1 | -2 | 7 | 1 | 1 | -0.8 | i | -3 | -2 | -10
CC1(C)C2CCC1(CS(=O)(=O)NCc1ccc(S(N)(=O)=O)cc1)C(=O)C2 (configuration not stated) | 0 | 2 | 12 | 8 | 4 | -1.1 | i | 7 | 0 | -5
Cc1cc(C)c(S(=O)(=O)NCCCN2CCOCC2)cc1Br | 3 | -4 | -2 | 5 | 17 | -1.1 | i | 2 | 2 | -4
O=c1ccc(-c2n[nH]c(=S)n2-c2ccc(F)c(Cl)c2)n[nH]1 | 5 | 2 | -17 | 3 | -3 | -1.2 | i | 3 | 0 | 1
Cc1cc(NS(=O)(=O)c2ccc3c(c2)OCCO3)no1 | 4 | -5 | 4 | 3 | 4 | -1.3 | i | -1 | -2 | -8
CCn1c(NC)cc(=O)n(C)c1=O | 5 | -7 | -5 | 21* | 24 | 0.0 | i | -1 | 7 | 79*
O=C(N/N=C/c1ccc(F)cc1)c1cccc(NC(=O)c2ccccc2Cl)c1 | 4 | -3 | 7 | 5 | -11 | 0.4 | i | 1 | 6 | -10
CCc1ccc(CCC(=O)Nc2sc3c(c2C#N)CCCC3)o1 | 3 | 8 | 9 | -10 | 6 | 1.8 | i | 8 | 0 | -6
Cc1cc(C(=O)N2CC(C)CC(C)C2)n(-c2ccccc2)n1 (configuration not stated) | -4 | -2 | -10 | 7 | 17 | -0.2 | i | -1 | 2 | -7
CCCCN(CCCNC(=O)c1ccc(CS(=O)(=O)c2c(Cl)cccc2Cl)o1)Cc1ccccc1 | -1 | -14 | 13 | 0 | 2 | -0.5 | i | -5 | 3 | -5
O=C(CSc1nnc(NC(=O)Cc2ccccc2)s1)NCc1ccco1 | -2 | -6 | -15 | 2 | 6 | 0.0 | i | 1 | 1 | -4
CCCc1cc(=O)oc2cc(OC(C)C(=O)NCCCn3ccnc3)ccc12 (configuration not stated) | 0 | -5 | 7 | 1 | 0 | -0.8 | i | -3 | 0 | -8
CCN(CC(=O)Nc1c(F)cccc1F)C(=O)c1csc2c1CCCC2 | -1 | -3 | -10 | 7 | 6 | 0.4 | i | 0 | -2 | -4
COc1ccc(NC(=O)C(=O)NCCCn2ccnc2)cc1 | 0 | -10 | -3 | -3 | -3 | -0.5 | i | -4 | -1 | -2
O=C(CCc1ccc(S(=O)(=O)N2CCOCC2)cc1)OCC(=O)c1ccc(Br)cc1 | -3 | -3 | -4 | -5 | -5 | 2.6 | i | 5 | 1 | -10
Cc1ccc(NC(=O)CN2CCCC2c2cccs2)cc1S(=O)(=O)N1CCCCC1 (configuration not stated) | -6 | -4 | -8 | 9 | 7 | 1.9 | i | 1 | -4 | -3
Nn1c(SCC(=O)Nc2nccs2)nnc1-c1ccco1 | -2 | -1 | 9 | -4 | 6 | -1.1 | i | 1 | -1 | 2
CCCCCNC(=O)C(c1ccccc1)n1c(=O)c(-c2cc3ccccc3[nH]2)nc2ccccc21 (configuration not stated) | -4 | / | 10 | 5 | -1 | 1.8 | / | / | / | /
COc1cccc(C(=O)NC2CCN(CC(=O)Nc3ccccc3Cl)CC2)c1 | 2 | -6 | -12 | -10 | 1 | 1.0 | i | -2 | -2 | -6
CCCCC(=O)Nc1ccc(C(=O)NNC(=O)CCCOc2ccc(Cl)cc2Cl)cc1 | -1 | 15 | 1 | 4 | 1 | 16 | i | 0 | 32 | -2
Cc1cccc(-n2ncc3c(N(C)C4CCCCC4)ncnc32)c1 | -5 | 0 | 10 | 8 | 10 | 2.2 | i | 2 | 1 | -15
CCOC(=O)/C(N)=C/c1ncc(C(F)(F)F)cc1Cl | 1 | -5 | 13 | 6 | -4 | 1.8 | i | 2 | 0 | -4
CSCCC(NC(=O)c1ccc([N+](=O)[O-])cc1Cl)C(=O)OC1CCCCC1=O (configuration not stated) | 0 | -4 | 4 | 7 | -35 | 1.2 | i | -2 | -1 | -4
Cc1cc(C(F)(F)F)c2c(N)c(C(=O)NC3CC3)sc2n1 | -5 | -2 | -1 | 3 | -19 | 0.4 | i | -2 | 0 | -8
NC(=O)c1c(NC(=O)c2ccccc2)sc2c1CCCC2 | -2 | 1 | 6 | 1 | 4 | -1.0 | i | -2 | 2 | -2
Cn1cccc1/C=C1\SC(=S)N(NC(=O)c2cccc(Cl)c2)C1=O | -8 | 7 | 38* | -50 | -4 | 7.5 | / | -2 | -2 | -14
O=C(NC(=S)Nc1ccccn1)c1ccccc1 | 3 | -2 | 3 | 1 | 3 | 0.0 | i | 2 | -1 | -4
CCOCCCNS(=O)(=O)c1ccc2c(c1)CCN2C(C)=O | 3 | 3 | 16 | -4 | 3 | -0.1 | i | 1 | 1 | -2
COc1ccc(C2NC(=O)N(C)C3=C2C(=O)CC(C)(C)C3)cc1OC (configuration not stated) | 1 | -3 | 1 | -12 | -2 | -1.1 | i | -2 | -1 | -4
C/C=C/C=C/C(=O)N1CC2(CC(c3cccc(NC(=O)/C=C/C)c3)=NO2)C[C@@H]1C(N)=O (some centres not stated) | 1 | 11 | -2 | -7 | 18 | 0.0 | i | -2 | 0 | 56*
O=C(Cc1ccccc1F)NCC(c1ccco1)N1CCCCC1 (configuration not stated) | 2 | -2 | 5 | 10 | -2 | 1.3 | i | 3 | -1 | -3
Nc1nonc1-c1nc2ccccc2n1CC(=O)O | -3 | 7 | 4 | -6 | -2 | -1.2 | i | 1 | -2 | 0
Cc1ccc(S(C)(=O)=N/C=C2\C(=O)c3sccc3N(C)S2(=O)=O)cc1 (configuration not stated) | -3 | -4 | -4 | -108 | -5 | -0.2 | i | 0 | 3 | 1
C=CC[C@H](CC(=O)N(CCO)Cc1ccccc1)C(=O)NCCOC(=O)[C@H](CC=C)CC(=O)OC(C)(C)C | -2 | -3 | 19 | 1 | 1 | -0.8 | i | 1 | 3 | -14

Full records, looked up by structure. Order of values: MT1-MMP act inh, NadD inh, SKN-1 block, NRP1-CendR mod, SUMO1 PPI mod, LMPTP block, Rpn11 inh, STEP inh, DNMT1 inh, Scp1 inh
Cn1cccc1/C=C1\SC(=S)N(NC(=O)c2cccc(Cl)c2)C1=O reads -8, 7, 38*, -50, -4, 7.5, /, -2, -2, -14
C=CC[C@H](CC(=O)N(CCO)Cc1ccccc1)C(=O)NCCOC(=O)[C@H](CC=C)CC(=O)OC(C)(C)C reads -2, -3, 19, 1, 1, -0.8, i, 1, 3, -14
O=C(Cc1ccccc1F)NCC(c1ccco1)N1CCCCC1 (configuration not stated) reads 2, -2, 5, 10, -2, 1.3, i, 3, -1, -3
COc1ccc(C2NC(=O)N(C)C3=C2C(=O)CC(C)(C)C3)cc1OC (configuration not stated) reads 1, -3, 1, -12, -2, -1.1, i, -2, -1, -4
CCOCCCNS(=O)(=O)c1ccc2c(c1)CCN2C(C)=O reads 3, 3, 16, -4, 3, -0.1, i, 1, 1, -2
